# BH1578 lux ind – inducers of Vibrio cholerae quorum light production without autoinducers, primary screen, BH1578 luxS cqsA deficient, single point. AID 588436, 2011. activation, % at 18.7 µM. 350,000 tested, 0.16% active. V. cholerae BH1578 lux reporter, luminescence, 6 h; in the data active means activation mostly above about 9.7%, no sharp cut-off; further: not every result past the cut was called active; inactives centre near 0; reference of the scale not given here
# SARS 3CLpro inh – SARS-CoV 3CLpro protease inhibitors, primary screen, biochemical, quenched FRET. 290,000 tested, 0.14% active. Replicase polyprotein 1ab (Severe acute respiratory syndrome coronavirus), P0C6X7. recombinant SARS-CoV 3CLpro, quenched FRET peptide cleavage. inhibition, % at 6 µM; in the data active means inhibition above about 12%
# PriA SSB inh – inhibitors of Klebsiella pneumoniae PriA binding to SSB C-terminal tail, primary screen, biochemical, AlphaScreen | PriA–SSB C-terminal tail interaction (Klebsiella pneumoniae) | AlphaScreen SSBct-PriA binding, biotinylated peptide | inhibition, % at 33 µM | 430,000 tested, 0.6% active; in the data active means inhibition mostly above about 37%, no sharp cut-off; inactive means mostly below about 20%;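 further: plate controls were negative control peptide for no effect and reference peptide for full effect; strong numbers were not always called active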
# Rv3671c protease – Rv3671c serine protease inhibitors, primary screen, biochemical, fluorescence polarization, M. tuberculosis H37Rv; 320,000 tested, 0.048% active; AID 2606, 2010; P9WHR9; inhibition, % at 5.96 µM; in the data active means inhibition above about 38%;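 further: extracellular domain of Rv3671c used as enzyme; 0% = enzyme with DMSO and 100% = no enzyme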
# Target sequence (P9WHR9 whole entry, looked up, the tested form may be a part): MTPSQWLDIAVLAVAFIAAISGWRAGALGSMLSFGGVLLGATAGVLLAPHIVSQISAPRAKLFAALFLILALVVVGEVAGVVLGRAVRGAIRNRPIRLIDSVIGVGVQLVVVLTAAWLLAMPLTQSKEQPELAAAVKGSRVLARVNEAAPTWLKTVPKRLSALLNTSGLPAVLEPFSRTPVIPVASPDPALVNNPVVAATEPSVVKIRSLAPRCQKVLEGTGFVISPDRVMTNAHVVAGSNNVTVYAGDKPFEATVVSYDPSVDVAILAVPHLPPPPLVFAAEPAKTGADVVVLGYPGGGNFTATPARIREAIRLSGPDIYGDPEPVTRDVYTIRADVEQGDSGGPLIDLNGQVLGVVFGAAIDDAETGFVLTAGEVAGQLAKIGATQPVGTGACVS
# Yp Topo-I inh – Yersinia pestis topoisomerase I inhibitors, primary screen, biochemical, cleavage product accumulation, plate reader, single point; DNA topoisomerase I (Yersinia pestis CO92); Y. pestis Topo-I cleavage product accumulation; activity, % at 10 µM; 360,000 tested, 0.064% active; AID 504884, 2011; in the data active means activity above about 50%, passing the limit was not always enough; further: inactives centre near 2
# VHR inh abs – VHR1 phosphatase inhibitors, primary screen, biochemical, absorbance, uHTS | recombinant VHR phosphatase, pNPP absorbance | inhibition, % at 13.3 µM | 290,000 tested, 0.52% active; in the data active means inhibition above about 50%; further: some compounds called inactive have numbers as strong as hits
# Target sequence (P51452 whole entry, looked up): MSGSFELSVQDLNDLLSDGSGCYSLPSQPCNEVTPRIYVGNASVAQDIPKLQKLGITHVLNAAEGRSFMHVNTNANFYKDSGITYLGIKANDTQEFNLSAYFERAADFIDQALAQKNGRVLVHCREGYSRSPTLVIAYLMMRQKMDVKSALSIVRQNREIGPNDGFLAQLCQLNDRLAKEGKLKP
# PrPC surface inh – inhibitors of human cell surface prion protein PrPC, primary screen, cell-based, TR-FRET | Major prion protein (Homo sapiens), P04156 | TR-FRET read-out | inhibition, % at 13.8 µM | 370,000 tested, 0.43% active | AID 720596, 2013; in the data active means inhibition above about 24%; further: 0% = median of the test wells and 100% = reference compound wells
# CCHF vOTU inh – CCHFV vOTU protease inhibitors, primary screen, biochemical, Pep-AMC substrate, fluorescence | Crimean-Congo hemorrhagic fever virus L polyprotein viral ovarian tumor (vOTU) protease … | inhibition, % at 11.5 µM | 370,000 tested, 0.55% active; in the data active means inhibition above about 30%; further: 0% = vehicle wells with enzyme and 100% = no enzyme wells
# TcdB inh – TcdB glycohydrolase inhibitors, primary screen, biochemical, single point, plate reader | inhibition, % at 9.99 µM | TcdB glycohydrolase enzymatic assay | 350,000 tested, 0.24% active | Toxin B (Clostridioides difficile), P18177; in the data active means inhibition above about 10%
# MazEF act – activators of E. coli MazEF toxin-antitoxin RNase, primary screen, biochemical, fluorescence, uHTS. activation, % at 20 µM. FAM/BHQ RNA-DNA oligo cleavage fluorescence, 5 h. AID 504720, 2011. 350,000 tested, 0.32% active; in the data active means activation above about 50%
# Target sequence (P0AE70 whole entry, looked up): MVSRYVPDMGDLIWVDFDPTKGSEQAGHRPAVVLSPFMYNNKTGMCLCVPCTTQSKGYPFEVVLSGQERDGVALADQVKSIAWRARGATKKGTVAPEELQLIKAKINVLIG
# Active calls of the source: *; i = inactive; · = no result given. These rows are one share of the data (hit frequency here may not be typical).
SMILES,BH1578 lux ind,SARS 3CLpro inh,PriA SSB inh,Rv3671c protease,Yp Topo-I inh,VHR inh abs,PrPC surface inh,CCHF vOTU inh,TcdB inh,MazEF act
Cc1cccc(N2CC(C(=O)Nc3ccc(S(=O)(=O)N4CCOCC4)cc3)CC2=O)c1 (configuration not stated),-0.5,1,6,1,2,-3,-6,8,1.5,2
COc1cc(OC)c(S(=O)(=O)Nc2ccccc2NC(=O)CN2CCOCC2)cc1NC(C)=O,-1.5,4,2,-1,-13,25,3,8,-11,7
Fc1ccc(-c2ccc(NCCN3CCOCC3)nn2)cc1,2.2,-7,5,-3,-2,36,-8,-1,1.1,10
COc1ccc(C(=O)Nc2ccc(-n3nncc3C(C)(C)C)cc2)cc1,-0.1,1,10,-2,-7,23,-2,-3,1.4,2
COc1ccc(-c2nn(-c3ccccc3)cc2/C=C/C(=O)N2CCN(c3ccccn3)CC2)cc1,-0.2,6,-5,-61,-3,12,7,-5,2.0,-16
CCC1C(C#N)=C(SCC(N)=O)NC2=C1C(=O)CC(C)(C)C2 (configuration not stated),i,-4,-7,6,-8,5,3,-20,-0.1,-1
O=C(NC1CC2CCCC(C1)N2C(=O)Nc1ccccc1F)C1CC1 (configuration not stated),-0.2,1,1,-1,0,17,-1,4,0.1,9
Cc1cccc(OCC(O)CN2CCN(S(=O)(=O)c3ccc(C)cc3C)CC2)c1 (configuration not stated),-0.3,3,2,-13,13,24,-8,10,0.3,-5
CCCNC(=O)Cn1c(=O)/c(=C/c2ccc(-c3cccc([N+](=O)[O-])c3)o2)s/c1=C\C(=O)C(C)(C)C,i,·,-10,·,-12,·,-6,2,1.9,54*
O=C(/C=C/c1ccco1)c1cccc([N+](=O)[O-])c1,·,·,7,·,-12,·,-8,-4,1.6,2
CCOc1ccc(CCNC(=O)CCc2c(C)nc3ncnn3c2C)cc1OCC,-0.6,0,-14,4,0,7,2,-5,·,5
COc1ccccc1-c1nnc(NC(=O)c2ccc(S(=O)(=O)N3CCCC3)cc2)o1,-0.3,-6,-17,-43,-2,6,1,13,0.5,2
Cn1c(SCC(=O)NNC(=O)Cc2ccccc2)nnc1-c1ccc(Cl)cc1,·,1,-4,7,5,-1,6,-4,·,2
COc1ccc(NC(=O)CN2C(=O)c3cccc4cccc2c34)cc1OC,-3.2,4,-5,-5,1,-12,0,2,·,12
N/C(CC(=O)Nc1ccc(F)cc1)=N\O,-0.6,-1,·,-9,2,-13,4,-7,0.9,6
C=CCn1c(O)c(C(CC)=Nc2ccc(N(CC)CC)cc2)c(=O)[nH]c1=O,i,5,6,-5,0,0,-3,3,·,3
CCNCCOC(c1ccccc1)c1ccccc1,1.4,4,-4,2,-11,-14,-6,-5,·,1
Fc1ccc(/C=N/NC(=S)NCCc2ccccc2)cc1F,i,6,·,-3,18,2,3,9,-0.3,13
Nn1c(SCC(=O)NC2CCCc3ccccc32)nnc1C1CC1 (configuration not stated),1.4,·,4,-2,2,·,-3,-5,0.6,-2
CCCn1c(N)c(N(CCOC)C(=O)CSc2ccccc2)c(=O)[nH]c1=O,0.2,·,5,-2,-5,·,1,24,-0.1,-4

# Among those listed so far, 2 have a furan ring, fused or not.
SMILES,BH1578 lux ind,SARS 3CLpro inh,PriA SSB inh,Rv3671c protease,Yp Topo-I inh,VHR inh abs,PrPC surface inh,CCHF vOTU inh,TcdB inh,MazEF act
CCCNC(=O)Cn1c(=O)/c(=C/c2ccc(-c3cccc([N+](=O)[O-])c3)o2)s/c1=C\C(=O)C(C)(C)C,i,·,-10,·,-12,·,-6,2,1.9,54*
O=C(/C=C/c1ccco1)c1cccc([N+](=O)[O-])c1,·,·,7,·,-12,·,-8,-4,1.6,2

# The listing picks up with the 2 entries that preceded the break.
SMILES,BH1578 lux ind,SARS 3CLpro inh,PriA SSB inh,Rv3671c protease,Yp Topo-I inh,VHR inh abs,PrPC surface inh,CCHF vOTU inh,TcdB inh,MazEF act
Nn1c(SCC(=O)NC2CCCc3ccccc32)nnc1C1CC1 (configuration not stated),1.4,·,4,-2,2,·,-3,-5,0.6,-2
CCCn1c(N)c(N(CCOC)C(=O)CSc2ccccc2)c(=O)[nH]c1=O,0.2,·,5,-2,-5,·,1,24,-0.1,-4
O=C(Nc1cccc([N+](=O)[O-])c1)c1cccc(C(=O)Nc2cccc([N+](=O)[O-])c2)c1,-1.0,-2,-11,-3,-24,22,2,-4,1.2,-44
O=C(CSc1ncccn1)Nc1ccc(Cl)c(S(=O)(=O)N2CCOCC2)c1,i,·,0,1,-4,·,1,-10,-1.7,-1
CC1(C)CC(=O)c2cc(C(=O)N3CCCC(C)(C)C3)c(=O)n(-c3ccccc3)c2C1,0.6,-1,-33,-4,8,17,-4,-5,·,2
O=C(Cc1cccs1)Nc1ccc(NC(=O)c2ccco2)cc1,-0.7,4,-10,-4,-3,7,-4,6,·,2
O=C(Nc1nnc(C2CC2)s1)c1ccccn1,-0.3,0,90*,-4,3,-16,-3,-4,0.0,-3
Cc1c(C(=O)NCc2ccc([N+](=O)[O-])cc2)sc(=O)n1Cc1ccc2c(c1)OCO2,i,·,·,·,14,·,0,8,1.2,·
CCOC(=O)c1cnc2c(C)c(Cl)ccc2c1NCCCN1CCOCC1,i,-1,-12,3,11,18,3,2,1.6,0
O=C1C(=O)c2ccccc2C(O)=C1CCCCl,-0.7,3,10,-27,2,-1,·,·,·,12
CCOc1ccccc1NC(=O)N1CCC(NC(=O)c2cccc(C)c2)CC1,i,-2,-3,-10,-2,0,-5,-8,·,5
O=C(O)CN1C(=O)S/C(=C\c2ccc3c(c2)OCO3)C1=O,-0.4,·,4,7,2,·,5,-4,-1.7,6
Cc1cc(C)cc(Nc2nc(-c3ccc(S(=O)(=O)N4CCCC4)cc3)cs2)c1,-0.4,0,-1,2,3,10,0,-18,-0.1,5
COc1ccc(CC(=O)OCC(=O)Nc2ccc(N3CCOCC3)cc2)cc1,i,-1,1,12,3,13,-7,5,1.2,3
Cc1cccc(N2CCN(C(=O)CNC(=O)c3cccc([N+](=O)[O-])c3)CC2)c1C,-0.1,6,-2,-4,15,29,-16,6,3.9,6
O=C(CSc1cccc[n+]1[O-])c1cc2ccccc2o1,i,1,6,-2,-6,-1,·,·,·,5
COc1ccc(S(=O)(=O)N2CCOCC2)cc1NC(=O)CN(C)Cc1c(F)cccc1Cl,-0.5,3,7,-2,29,1,13,3,1.2,-9
CN1CCN(CC(=O)N2c3ccccc3C(C)(c3ccccc3)CC2(C)C)CC1 (configuration not stated),-0.1,0,-7,-1,2,6,·,·,·,6
CCC(c1nnc(SCC(=O)Nc2ccc(C(C)=O)cc2)n1C1CCCCC1)N(C)C (configuration not stated),i,3,-11,-1,4,5,-1,-3,0.5,0
CCC1(c2ccccc2)NC(=O)N(CC(=O)NCC2COc3ccccc3O2)C1=O (configuration not stated),-5.6,·,-1,·,2,·,-1,17,1.4,-8
CC(=O)Nc1nc(-c2ccc3c(c2)CCN3S(C)(=O)=O)cs1,-0.3,-6,1,-10,4,7,2,-2,2.0,-6
CCCCNc1c(-c2ccc(OC)c(SC3CCCCC3)c2)nc2ccc(Cl)cn12,-0.7,·,-1,-2,-4,·,4,-8,0.3,-4

# Among those listed so far, these have two or more sulfur atoms.
SMILES,BH1578 lux ind,SARS 3CLpro inh,PriA SSB inh,Rv3671c protease,Yp Topo-I inh,VHR inh abs,PrPC surface inh,CCHF vOTU inh,TcdB inh,MazEF act
O=C(CSc1ncccn1)Nc1ccc(Cl)c(S(=O)(=O)N2CCOCC2)c1,i,·,0,1,-4,·,1,-10,-1.7,-1
Cc1cc(C)cc(Nc2nc(-c3ccc(S(=O)(=O)N4CCCC4)cc3)cs2)c1,-0.4,0,-1,2,3,10,0,-18,-0.1,5
CC(=O)Nc1nc(-c2ccc3c(c2)CCN3S(C)(=O)=O)cs1,-0.3,-6,1,-10,4,7,2,-2,2.0,-6

# Later entries.
SMILES,BH1578 lux ind,SARS 3CLpro inh,PriA SSB inh,Rv3671c protease,Yp Topo-I inh,VHR inh abs,PrPC surface inh,CCHF vOTU inh,TcdB inh,MazEF act
O=C(Nc1nnc(SCC(=O)N2CCCC2)s1)C1CC(=O)N(c2ccc(F)cc2)C1 (configuration not stated),i,-7,-12,-7,-6,28,-5,-2,0.0,-1
O=C(NC1CCCCC1)n1c(=O)oc2ccc(Cl)cc21,-0.2,6,-25,-1,5,-2,-1,-2,-0.3,-8
CC(C)c1ccc(C2C(C#N)=C(N)Oc3c2oc(CO)cc3=O)cc1 (configuration not stated),i,4,2,8,-6,-7,-11,-6,-2.3,2
CCC(=O)C1CCCN(C(=O)CCc2nnc(-c3ccc(C(C)=O)s3)o2)C1 (configuration not stated),-0.3,-6,-16,0,-1,9,-5,-2,1.7,11
Cc1ccc(S(C)(=O)=NC(=O)NC(=O)c2c(Cl)cccc2Cl)cc1 (configuration not stated),-0.3,-1,-1,-3,-1,13,-1,-9,-0.2,8
CCCCN(CC)C(=O)Cn1c(=O)sc2ccccc21,-2.0,-1,-5,-9,9,48,-3,-5,-0.3,8
O=C(C1CCN(S(=O)(=O)c2ccccc2)CC1)N1CCCCCC1,i,2,-14,·,13,30,6,3,0.1,3
CCOC(=O)C1=C(N)Oc2ccc3ccccc3c2C1c1cccnc1 (configuration not stated),i,1,-1,-3,30,4,8,7,·,7
COc1cccc(CNc2ncnc3cc(Cl)ccc23)c1,-0.6,-7,-13,·,3,31,11,-4,0.5,-7
Cc1cccc(OCC(=O)N/N=C\C=C\c2ccc3c(c2)OCO3)c1C,i,2,·,-3,-1,10,5,-2,·,-11
CCCc1ccc(OCC(O)CN2CCCC2)cc1 (configuration not stated),-0.1,2,-9,·,-5,17,1,4,1.7,11
CCOC(=O)Cn1cnc([N+](=O)[O-])n1,i,-4,-6,·,5,-17,-8,-22,·,6
COc1cc2oc(=O)ccc2cc1-c1c(OC)ccc2ccc(=O)oc12,-0.4,·,-3,-2,0,·,7,2,1.8,12
COc1ccccc1-n1c(C)nnc1SCC(=O)Nc1cc(C)cc(C)c1,i,4,3,-5,4,0,4,-5,·,3
O=C(Cn1cnc2c(nnn2Cc2ccc(Cl)cc2)c1=O)NCC1CCCO1 (configuration not stated),-1.2,2,-10,11,3,-16,0,-11,·,-9
COc1ccc(-c2nnc(SCC(=O)Nc3cc(F)ccc3C)o2)cc1,-0.2,-3,7,-2,10,0,4,1,0.2,8
CC[C@H](C)/C=C/C1=CC2=C(Cl)C(=O)[C@@]3(C)OC(=O)C(C(=O)[C@H](C)[C@@H](C)O)=C3C2=CO1,-0.2,·,14,-2,4,·,·,·,·,-14
O=C(OCc1cn([C@H]2C[C@H](c3ccc(Cl)cc3)N(C(=O)c3cccs3)C[C@@H]2O)nn1)c1ccccc1,-0.5,·,·,·,28,·,-5,0,1.1,6
